Assay outcomes (PubChem BioAssay)
TcdB GH inh: TcdB glycohydrolase inhibitors, primary screen, biochemical, single point, plate reader | 350,000 tested, 0.24% active | Toxin B (Clostridioides difficile), P18177 | inhibition, % at 9.99 µM | TcdB glycohydrolase enzymatic assay; in the data active means inhibition above about 10%
Target sequence (P18177 whole entry, looked up): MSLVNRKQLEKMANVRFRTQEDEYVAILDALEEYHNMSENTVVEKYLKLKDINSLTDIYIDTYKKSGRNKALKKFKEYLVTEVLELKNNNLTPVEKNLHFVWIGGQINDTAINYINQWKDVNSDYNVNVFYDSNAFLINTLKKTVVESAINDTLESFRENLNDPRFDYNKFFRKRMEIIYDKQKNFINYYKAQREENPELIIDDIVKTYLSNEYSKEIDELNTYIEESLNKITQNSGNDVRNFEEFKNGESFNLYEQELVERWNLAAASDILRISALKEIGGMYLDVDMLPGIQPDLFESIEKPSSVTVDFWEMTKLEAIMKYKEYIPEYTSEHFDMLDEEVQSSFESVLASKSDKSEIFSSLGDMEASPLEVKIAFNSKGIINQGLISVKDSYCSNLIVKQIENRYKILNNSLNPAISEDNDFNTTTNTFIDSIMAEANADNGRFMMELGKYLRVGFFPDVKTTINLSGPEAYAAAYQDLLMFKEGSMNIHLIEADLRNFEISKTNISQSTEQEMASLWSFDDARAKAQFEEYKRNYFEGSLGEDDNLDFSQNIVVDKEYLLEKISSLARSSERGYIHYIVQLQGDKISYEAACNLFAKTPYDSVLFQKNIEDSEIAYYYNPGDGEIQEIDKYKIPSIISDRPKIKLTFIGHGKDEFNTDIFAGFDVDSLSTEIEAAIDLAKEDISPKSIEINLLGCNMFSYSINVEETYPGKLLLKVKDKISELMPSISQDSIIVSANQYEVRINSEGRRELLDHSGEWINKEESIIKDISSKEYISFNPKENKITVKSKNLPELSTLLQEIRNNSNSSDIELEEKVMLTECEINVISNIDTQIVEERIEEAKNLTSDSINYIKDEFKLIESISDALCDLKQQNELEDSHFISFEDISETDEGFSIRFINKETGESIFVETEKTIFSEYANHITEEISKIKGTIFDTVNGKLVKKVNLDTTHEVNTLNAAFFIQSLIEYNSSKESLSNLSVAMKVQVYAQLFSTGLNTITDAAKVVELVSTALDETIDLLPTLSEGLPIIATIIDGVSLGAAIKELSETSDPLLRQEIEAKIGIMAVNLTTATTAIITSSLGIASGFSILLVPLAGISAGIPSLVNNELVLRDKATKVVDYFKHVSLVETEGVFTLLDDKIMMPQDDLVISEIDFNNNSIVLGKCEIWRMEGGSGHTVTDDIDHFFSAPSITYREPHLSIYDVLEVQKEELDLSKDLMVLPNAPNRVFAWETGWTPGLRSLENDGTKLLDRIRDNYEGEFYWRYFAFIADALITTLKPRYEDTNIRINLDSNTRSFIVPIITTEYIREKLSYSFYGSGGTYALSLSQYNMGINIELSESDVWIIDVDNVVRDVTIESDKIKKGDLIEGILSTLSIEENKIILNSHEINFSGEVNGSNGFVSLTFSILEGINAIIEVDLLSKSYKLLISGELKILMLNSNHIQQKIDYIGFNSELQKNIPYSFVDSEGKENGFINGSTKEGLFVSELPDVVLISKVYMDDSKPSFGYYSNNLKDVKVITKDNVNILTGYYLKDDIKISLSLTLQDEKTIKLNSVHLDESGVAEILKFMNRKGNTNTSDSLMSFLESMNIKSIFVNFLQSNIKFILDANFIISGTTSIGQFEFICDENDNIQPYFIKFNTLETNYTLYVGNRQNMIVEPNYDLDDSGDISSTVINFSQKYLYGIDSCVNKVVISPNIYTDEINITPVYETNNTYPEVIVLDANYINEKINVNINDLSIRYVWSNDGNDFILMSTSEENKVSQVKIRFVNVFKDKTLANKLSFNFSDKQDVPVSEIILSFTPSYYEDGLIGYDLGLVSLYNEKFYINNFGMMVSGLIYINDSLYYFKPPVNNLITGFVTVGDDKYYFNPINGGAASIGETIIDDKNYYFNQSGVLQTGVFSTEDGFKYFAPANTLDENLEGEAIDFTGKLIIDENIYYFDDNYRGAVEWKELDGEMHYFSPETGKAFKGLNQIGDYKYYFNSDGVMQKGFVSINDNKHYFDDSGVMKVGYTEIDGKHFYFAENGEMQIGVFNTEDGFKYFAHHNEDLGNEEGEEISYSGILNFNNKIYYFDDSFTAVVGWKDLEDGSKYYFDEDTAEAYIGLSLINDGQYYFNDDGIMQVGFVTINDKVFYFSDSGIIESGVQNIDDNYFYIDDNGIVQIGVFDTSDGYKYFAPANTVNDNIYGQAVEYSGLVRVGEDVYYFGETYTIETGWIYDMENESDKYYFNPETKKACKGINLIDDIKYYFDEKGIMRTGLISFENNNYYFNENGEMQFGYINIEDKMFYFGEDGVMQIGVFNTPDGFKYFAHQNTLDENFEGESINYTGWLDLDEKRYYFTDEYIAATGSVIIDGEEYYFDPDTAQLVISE
CCHF vOTU inh: CCHFV vOTU protease inhibitors, primary screen, biochemical, Pep-AMC substrate, fluorescence | Crimean-Congo hemorrhagic fever virus L polyprotein viral ovarian tumor (vOTU) protease … | inhibition, % at 11.5 µM | 370,000 tested, 0.55% active | AID 651958, 2012; in the data active means inhibition above about 30%; further: 0% = vehicle wells with enzyme and 100% = no enzyme wells
SSB-PriA inh: inhibitors of Klebsiella pneumoniae PriA binding to SSB C-terminal tail, primary screen, biochemical, AlphaScreen. PriA–SSB C-terminal tail interaction (Klebsiella pneumoniae). AlphaScreen SSBct-PriA binding, biotinylated peptide. inhibition, % at 33 µM. 430,000 tested, 0.6% active. AID 1272365, 2023; in the data active means inhibition mostly above about 37%, no sharp cut-off; inactive means mostly below about 20%;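 further: plate controls were negative control peptide for no effect and reference peptide for full effect; strong numbers were not always called active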
SARS 3CLpro inh: SARS-CoV 3CLpro protease inhibitors, primary screen, biochemical, quenched FRET. Replicase polyprotein 1ab (Severe acute respiratory syndrome coronavirus), P0C6X7. recombinant SARS-CoV 3CLpro, quenched FRET peptide cleavage. inhibition, % at 6 µM. 290,000 tested, 0.14% active. AID 1706, 2009; in the data active means inhibition above about 12%
Rv3671c inh: Rv3671c serine protease inhibitors, primary screen, biochemical, fluorescence polarization, M. tuberculosis H37Rv; P9WHR9; inhibition, % at 5.96 µM; 320,000 tested, 0.048% active; AID 2606, 2010; in the data active means inhibition above about 38%;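 further: extracellular domain of Rv3671c used as enzyme; 0% = enzyme with DMSO and 100% = no enzyme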
VHR inh abs: VHR1 phosphatase inhibitors, primary screen, biochemical, absorbance, uHTS; Dual specificity protein phosphatase 3 (Homo sapiens), P51452; recombinant VHR phosphatase, pNPP absorbance; inhibition, % at 13.3 µM; 290,000 tested, 0.52% active; in the data active means inhibition above about 50%; further: some compounds called inactive have numbers as strong as hits
Vc quorum ag: inducers of Vibrio cholerae quorum light production without autoinducers, primary screen, BH1578 luxS cqsA deficient, single point; 350,000 tested, 0.16% active; activation, % at 18.7 µM; V. cholerae BH1578 lux reporter, luminescence, 6 h; AID 588436, 2011; in the data active means activation mostly above about 9.7%, no sharp cut-off; further: not every result past the cut was called active; inactives centre near 0; reference of the scale not given here
PrPC TRFRET: inhibitors of human cell surface prion protein PrPC, primary screen, cell-based, TR-FRET | Major prion protein (Homo sapiens), P04156 | TR-FRET read-out | inhibition, % at 13.8 µM | 370,000 tested, 0.43% active | AID 720596, 2013; in the data active means inhibition above about 24%; further: 0% = median of the test wells and 100% = reference compound wells
MazF activator: activators of E. coli MazEF toxin-antitoxin RNase, primary screen, biochemical, fluorescence, uHTS. Endoribonuclease toxin MazF (Escherichia coli (strain K12)), P0AE70. FAM/BHQ RNA-DNA oligo cleavage fluorescence, 5 h. activation, % at 20 µM. 350,000 tested, 0.32% active; in the data active means activation above about 50%
Y pestis TopoI: Yersinia pestis topoisomerase I inhibitors, primary screen, biochemical, cleavage product accumulation, plate reader, single point. DNA topoisomerase I (Yersinia pestis CO92). Y. pestis Topo-I cleavage product accumulation. activity, % at 10 µM. 360,000 tested, 0.064% active. AID 504884, 2011; in the data active means activity above about 50%, passing the limit was not always enough; further: inactives centre near 2
Numbers without * were called inactive; i = inactive; / = not tested or not shown; & = joins results of further samples. The list is partial; the hit share may differ from the screen's.

SMILES | TcdB GH inh | CCHF vOTU inh | SSB-PriA inh | SARS 3CLpro inh | Rv3671c inh | VHR inh abs | Vc quorum ag | PrPC TRFRET | MazF activator | Y pestis TopoI
O=C(NCc1ccc(F)cc1)c1ccc(S(=O)(=O)Nc2cccc(C(F)(F)F)c2)cc1 | / | 30.0* | -0.5 | 17.6* | -43.3 | 5.7 | -0.4 | 16.8 | -0.6 | -4.6
CCSc1cc(C2C(C#N)=C(N)OC(C)=C2C(=O)OC)c(C)o1 (configuration not stated) | / | 14.3 | -11.1 | -3.2 | -0.3 | 16.9 | i | 1.8 | 4.9 | 5.8
O=c1c2ccc(Cl)cc2[nH]c(=S)n1Cc1cccnc1 | / | -8.9 | -9.7 | -8.6 | -28.3 | 20.5 | 1.4 | -0.1 | 2.2 | 1.2
CC(C(=O)N1CCN(C=O)CC1)N1C(=O)c2ccccc2C1=O (configuration not stated) | / | 0.3 | -3.5 | 3.1 | 1.7 | 24.0 | -0.7 | -3.0 | 3.0 | 4.8
Cc1cc(=O)oc2cc(NC(=O)c3cc([N+](=O)[O-])ccc3N3CCOCC3)ccc12 | 0.5 | -7.5 | -3.8 | -0.1 | 4.5 | -1.4 | -1.0 | -4.8 | 3.6 | 7.2
C=CCNC(=O)Nc1ccc(OCC)cc1 | / | 1.2 | 2.6 | -9.4 | -3.1 | 1.2 | 0.1 | -5.9 | 5.1 | 3.0
CC(=O)N1c2ccc(Cl)cc2C2OCCC2C1c1ccco1 (configuration not stated) | 0.5 | -6.2 | -6.2 | 4.2 | 1.6 | 13.1 | -0.3 | -0.4 | 4.1 | -6.1
COC(=O)c1cc(Cn2nc(C(=O)O)c3ccccc3c2=O)oc1C | 1.5 | 0.9 | -7.6 | 4.2 | 5.3 | -12.8 | i | -3.7 | 0.6 | 15.5
CCN1CCN(CC(=O)Nc2sc3c(c2C#N)CCC3)CC1 | 1.2 | 4.2 | -28.2 | -2.4 | 1.3 | 22.5 | -0.2 | -11.8 | 6.5 | -0.6
N#Cc1cccc(CN2CCC(=O)N([C@H](CO)c3ccccc3)CC2)c1 | 0.8 | 11.1 | 8.1 | -9.1 | 3.2 | 20.5 | 12.7 | 3.1 | -1.1 | 2.5
O=C(NNC1CC(=O)N(c2ccc(Cl)cc2)C1=O)c1ccccc1Cl (configuration not stated) | 1.5 | -7.4 | -3.3 | 1.6 | 2.9 | 22.5 | i | -1.7 | -9.2 | 0.4
O=C(c1cc(-c2ccccc2Cl)nc2ccccc12)N1CCN(c2ccccn2)CC1 | 0.9 | / | -5.1 | / | 11.8 | / | 0.0 | / | 4.2 | 16.6
COc1cc(/C=N/Nc2nc3ccccc3s2)cc([N+](=O)[O-])c1O | -0.7 | 1.7 | / | 1.3 | 10.6 | 9.6 | -0.5 | 0.8 | -17.6 | -1.6
Cc1cccc(CCNS(=O)(=O)c2ccc3c(c2)CCN3C(=O)CCC(=O)O)c1 | / | / | -29.6 | -0.1 | -7.2 | 2.3 | i | / | 0.8 | -1.0
COc1ccc(/C=C/C(=O)OCC(=O)Nc2cc(C(N)=O)cc(C(N)=O)c2)cc1 | 0.2 | -0.2 | -5.9 | -5.0 | -10.6 | 33.4 | -0.4 | -0.3 | 20.9 | 4.9
Cc1ccc(CNC(=O)C2CCC(=O)N(CCc3ccccc3)C2)s1 (configuration not stated) | 0.3 | 8.6 | -15.7 | -4.1 | 0.1 | -27.1 | -0.2 | -7.6 | -0.2 | 4.5
Clc1cccc(OCc2nc(-c3ccncc3)no2)c1 | 0.8 | -0.1 | -3.3 | 0.2 | -6.3 | 10.6 | -0.9 | 6.0 | -7.1 | -5.5
O=S(=O)(Nc1nc2ccccc2nc1Nc1cccc(S(=O)(=O)N2CCCCC2)c1)c1ccccc1 | 1.0 | 0.1 | 0.2 | 1.9 | -11.0 | -3.8 | -0.2 | -3.8 | -4.7 | 2.0
O=c1c2c(-c3ccc([N+](=O)[O-])cc3)ccnc2[nH]n1-c1ccccc1 | -0.3 | 8.6 | -0.2 | -5.2 | 1.3 | 58.1* | -8.3 | 6.8 | 8.7 | -8.6
CC(=O)NC(c1cccc(F)c1)c1nc(-c2ccoc2)cs1 (configuration not stated) | 1.9 | -4.8 | / | / | / | / | -0.2 | 5.3 | / | 0.9
CCCCOC(=O)c1ccc(NC(=O)C(=O)NCc2ccncc2)cc1 | / | 1.9 | -2.0 | -4.0 | 0.9 | 7.4 | -0.2 | 12.3 | -7.1 | 9.0
CCOC(=O)c1ccc2c(c1)nc(SCC(=O)N1CCCCC1)n2CC | / | -7.0 | -1.2 | -0.2 | 0.8 | 4.3 | -5.0 | 6.5 | 9.1 | 17.9
Cc1cccc(OCC(O)CN2C(C)(C)CC(O)CC2(C)C)c1 (configuration not stated) | / | 9.0 | -19.3 | 1.2 | -9.0 | -6.0 | 6.2 | -5.1 | -4.3 | 4.3
CCc1sc(C(=O)N2CCc3cc(OC)c(OC)cc3C2CC(=O)O)cc1C (configuration not stated) | -1.0 | 9.8 | 3.3 | / | -5.0 | / | -2.6 | -3.2 | 3.8 | -5.0
COc1cncc(-c2cnc3sc(NCCc4ccccn4)nn23)c1 | 0.1 | 7.0 | / | / | / | / | -0.6 | 2.5 | / | 2.2

Pulled by structure from the list above, two records:
SMILES | TcdB GH inh | CCHF vOTU inh | SSB-PriA inh | SARS 3CLpro inh | Rv3671c inh | VHR inh abs | Vc quorum ag | PrPC TRFRET | MazF activator | Y pestis TopoI
CC(C(=O)N1CCN(C=O)CC1)N1C(=O)c2ccccc2C1=O (configuration not stated) | / | 0.3 | -3.5 | 3.1 | 1.7 | 24.0 | -0.7 | -3.0 | 3.0 | 4.8
CC(=O)NC(c1cccc(F)c1)c1nc(-c2ccoc2)cs1 (configuration not stated) | 1.9 | -4.8 | / | / | / | / | -0.2 | 5.3 | / | 0.9

(cont.)
SMILES | TcdB GH inh | CCHF vOTU inh | SSB-PriA inh | SARS 3CLpro inh | Rv3671c inh | VHR inh abs | Vc quorum ag | PrPC TRFRET | MazF activator | Y pestis TopoI
COc1cc2occc2c2oc(=O)ccc12 | 0.1 | -2.5 | 10.1 | -2.5 | -13.9 | 8.6 | i | 7.2 | 7.7 | 8.3
O=C(CN1CCN(S(=O)(=O)c2ccc(F)cc2)CC1)Nc1ccnn1C1CCCC1 | 2.5 | -3.6 | -7.9 | / | / | / | -2.0 | 0.3 | -9.9 | -0.5
Cc1ccc(-c2noc(CCCN3C(=O)c4ccccc4C3=O)n2)cc1 | / | 16.2 | -9.9 | 1.0 | 1.0 | 10.3 | / | 3.4 | -21.6 | 14.7
CC1CN(C(=O)COC(=O)c2cnc(Cl)c(Cl)c2)CC(C)O1 (configuration not stated) | -0.2 | -14.1 | 2.6 | / | -2.9 | / | i | 8.7 | 8.4 | 1.3
COc1ccc(NC(=S)Nc2ccccc2C(F)(F)F)cc1 | -1.2 | 2.6 | -15.4 | -0.7 | -5.3 | 14.9 | -0.6 | -5.2 | 7.4 | 4.7
Cn1c(=O)cc(OCC(=O)Nc2ccccn2)c2ccccc21 | / | 0.8 | -6.5 | 1.8 | -4.0 | 37.2 | i | 1.8 | 4.3 | 5.7
CCN(CC)c1ccc(N2C(=O)/C(=C\c3cccs3)SC2=S)cc1 | / | 9.9 | -4.3 | -2.2 | 12.6 | -6.4 | i | 0.6 | -0.6 | -6.0
c1ccc(CN2CCC3(CCCc4ccccc43)CC2)cc1 | -8.0 | 10.6 | -4.2 | / | 0.9 | / | i | 18.5 | -4.5 | 3.5
CCn1c(NCc2cc(OC)ccc2OC)nc2ccccc21 | / | -3.5 | -1.6 | -3.5 | 1.6 | 10.5 | i | -1.5 | 1.9 | 5.9
COc1ccc(Cl)cc1-n1c(C)cc(C(=O)OCC(=O)N2CC(=O)Nc3ccccc32)c1C | / | -5.9 | 18.5 | -1.9 | -24.3 | -5.5 | -0.2 | -5.1 | -14.0 | 15.2
Cc1ccc(C(=O)OCC(=O)Nc2ccc3c(c2)OCCO3)cc1C | -0.7 | 15.6 | -2.5 | / | / | / | -3.7 | 13.8 | -8.9 | 2.4
CC1CCN(C(=O)CCc2nnc3ccc(NCCCN4CCCC4=O)nn23)CC1 | -0.2 | 4.9 | -8.6 | -16.9 | 8.0 | 31.6 | -0.3 | -1.4 | -4.3 | -2.6
COc1ccc(CN2C(=NC(=O)C3CCCO3)SC3CS(=O)(=O)CC32)cc1 (configuration not stated) | 1.8 | 15.2 | -15.8 | -8.3 | -13.5 | 7.8 | i | -7.3 | 4.3 | -5.7
COCCN(C(=O)COC(=O)c1ccc(Br)o1)c1c(N)n(Cc2ccccc2)c(=O)[nH]c1=O | 1.3 | 16.9 | / | / | / | / | -3.1 | -3.3 | -0.5 | 12.3
c1cnc2c(c1)ccc1cccnc12 | 1.9&1.4 | 2.1&-3.3 | 101.7* | 0.1&-1.5 | 0.0&-0.2 | 1.5&12.4 | 0.6 | 25.1* | 7.8&-5.0 | -9.3&-1.7
Cc1ccc(S(=O)(=O)Oc2ccc(C)cc2/C=N/N=C2\NC(=O)C(C)S2)cc1 (configuration not stated) | / | 14.3 | / | 8.9 | -0.7 | 16.1 | -0.7 | -0.6 | 2.6 | 16.4
O=C(CS(=O)(=O)c1ccccc1)Nc1nnc(-c2cccs2)o1 | 1.5 | -1.1 | -2.7 | / | 5.7 | / | i | -4.3 | -3.5 | -4.1
N=C(N)SCc1ccc(O)c([N+](=O)[O-])c1 | 1.8 | 4.4 | -0.1 | 2.6 | -6.2 | 4.3 | -0.4 | -1.1 | -0.4 | 4.3
COc1ccc(OC)c2sc(NC(=O)c3ccc(S(=O)(=O)N(C)C)cc3)nc12 | 2.7 | 16.5 | 0.9 | 2.9 | -4.4 | -8.6 | 1.1 | 5.1 | 0.9 | 16.0
CCC12CN3CCN(CC(C3)/C1=N\NC(=O)c1ccc(Cl)cc1)C2 | 1.0 | 0.6 | / | 4.0 | 3.8 | 16.0 | -0.6 | 11.5 | 18.4 | -11.8
CCS(=O)(=O)N1CCN(S(=O)(=O)c2ccc(Cl)s2)CC1 | 0.3 | 13.2 | -15.9 | 2.1 | 8.5 | -3.0 | i | 0.1 | -1.9 | -1.8
CCCCS(=O)(=O)N1CCCC(C(=O)Oc2ccccc2OC)C1 (configuration not stated) | 0.8 | -3.6 | -13.9 | -0.4 | -1.7 | -1.9 | i | 2.3 | 7.6 | 1.8
CCCCNC(=O)N(O)C1N(/N=C/c2ccccc2O)C(=S)SC1(C)C (configuration not stated) | 0.3 | -1.3 | / | 4.3 | / | 5.9 | -0.5 | -5.1 | 6.8 | 1.0
CCCCNC(=O)N1CCN(Cc2cccc(F)c2)CC1 | / | 8.9 | 9.4 | -2.4 | -0.3 | 35.3 | -0.5 | -6.9 | 1.5 | -0.5
COc1ccccc1-n1cnnc1SCC(=O)Nc1nc(C)c(Cl)cc1Cl | / | 5.0 | 4.1 | 1.9 | -2.7 | -14.5 | -0.5 | 1.7 | -3.7 | 6.2
COc1ccc(N2CCN(Cc3cc(=O)c(OCC(=O)Nc4ccccc4)co3)CC2)cc1 | 0.5 | 1.6 | -2.7 | / | 3.0 | / | i | 1.5 | 2.7 | -2.9
CCC(C)NC(=O)CN(c1ccc2c(c1)OCO2)S(=O)(=O)c1c(C)n[nH]c1C (configuration not stated) | 0.8 | -2.9 | 4.1 | -1.0 | 4.4 | 12.8 | -0.2 | 0.6 | 4.8 | 7.5
Cc1ccc(/C=N/NC(=S)NC2CCS(=O)(=O)C2)cc1 (configuration not stated) | 1.0 | 9.4 | / | 0.8 | 1.6 | 6.5 | i | -7.5 | 1.1 | -7.3
